# UBC9 SUMO inh: blocks human SUMOylation mediated by UBC9; inhibition, % at 35 µM; HTRF SUMOylation assay, SAE1/SAE2 + UBC9, in vitro; 290,000 tested, 0.36% active; in the data active = inhibition above about 50%, passing the limit was not always enough; also: strong numbers were not always called active
# VIM-2 inhibitor: blocks Pseudomonas aeruginosa VIM-2 metallo-beta-lactamase; purified VIM-2, nitrocefin hydrolysis, epi-absorbance fluorescence; inhibition, % at 5.6 µM; 290,000 tested, 0.89% active; AID 1527;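 active = inhibition above the mean of all tested compounds plus 3 SD, cutoff set per screening run, cut at about 7.5% in these data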;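 also: red hydrolysis product quenches plate fluorescence so inhibitors raise well fluorescence; 0% = enzyme with DMSO and 100% = DMSO without enzyme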
# p-CIP stab down: compounds decreasing mouse p/CIP protein stability. F442A p/CIP-EGFP cells, EGFP fluorescence, 16 h. decrease of EGFP signal, % at 10 µM. 290,000 tested, 0.01% active. AID 1984. Q05BA5;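 active = EGFP signal decrease of at least 30% at 10 µM or well 3 SD below plate mean, unless failing retest; inactive = the rest, including hits failing retest or dose response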; also: some compounds called inactive have numbers as strong as hits; many of its hits are not listed in these tables
# CRFR2-BP antag: CRF-BP/CRF-R2 complex antagonism; HEK293 CRF-R2/CRF-BP, CRF-induced calcium fluorescence; inhibition, % at 11.8 µM; 350,000 tested, 0.59% active; AID 588475;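 active = inhibition of the ligand-induced calcium signal above about 50% at the single tested concentration, limit read from the data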
# IMP-1 inhibitor: inhibitors of Pseudomonas aeruginosa IMP-1 metallo-beta-lactamase; 290,000 tested, 0.45% active; purified IMP-1, nitrocefin hydrolysis, epi-absorbance fluorescence; inhibition, % at 5.6 µM;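 active = inhibition above the mean plus 3 SD of all compounds in the same screening run, cut at about 4.5% in these data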;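 also: 0% = IMP-1 with DMSO and 100% = DMSO wells lacking enzyme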
#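 System: purified IMP-1 / Input: IMP-1 dispensed at 0.2 nM / Medium: 50 mM HEPES pH 7.1, 50 µM ZnSO4, 0.05% Brij 35 / Timing: 15 min enzyme–compound preincubation, then 25 min nitrocefin reaction, 25 °C / Technique: plate fluorescence quenching by hydrolysis product, ex 480/em 530 nm / Repeats: singlicate testing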
# HCV NS3 hel inh: blocks Hepatitis C virus NS3 helicase unwinding. NS3 helicase DNA unwinding, Cy5 molecular beacon fluorescence. inhibition, % at 10.9 µM. 290,000 tested, 0.56% active;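 active = inhibition above the mean of all tested compounds plus 3 SD, set per campaign, cut at about 35% in these data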;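 also: 0% = DMSO wells and 100% = thioflavine S control wells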
#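 System: Hepatitis C virus NS3 helicase domain fragment enzyme | Reagent: Annealed dual-labelled DNA beacon duplex, ATP-started | Compound dosing: 10.9 µM single point, 0.8% DMSO | Incubation: 1 h reaction at 25 °C, ATP-initiated | Technique: Cy5 fluorescence | Evaluation: Percent inhibition from t60/t0 fluorescence ratio | Benchmarks: Low DMSO, high thioflavine S at 110 µM | Replication: Singlicate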
# IDE cell activ: IDE (human) activation, cell-based | P14735 | HEK cells, FAbeta-B cleavage, fluorescence polarization; 0% vehicle, 100% cell-free pure enzyme wells | activation, % at 5.96 µM | 340,000 tested, 0.073% active;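 active = activation above the mean of all tested compounds plus 3 SD, set per screening campaign, cut at about 17% in these data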
# Target sequence (P14735 whole entry, looked up): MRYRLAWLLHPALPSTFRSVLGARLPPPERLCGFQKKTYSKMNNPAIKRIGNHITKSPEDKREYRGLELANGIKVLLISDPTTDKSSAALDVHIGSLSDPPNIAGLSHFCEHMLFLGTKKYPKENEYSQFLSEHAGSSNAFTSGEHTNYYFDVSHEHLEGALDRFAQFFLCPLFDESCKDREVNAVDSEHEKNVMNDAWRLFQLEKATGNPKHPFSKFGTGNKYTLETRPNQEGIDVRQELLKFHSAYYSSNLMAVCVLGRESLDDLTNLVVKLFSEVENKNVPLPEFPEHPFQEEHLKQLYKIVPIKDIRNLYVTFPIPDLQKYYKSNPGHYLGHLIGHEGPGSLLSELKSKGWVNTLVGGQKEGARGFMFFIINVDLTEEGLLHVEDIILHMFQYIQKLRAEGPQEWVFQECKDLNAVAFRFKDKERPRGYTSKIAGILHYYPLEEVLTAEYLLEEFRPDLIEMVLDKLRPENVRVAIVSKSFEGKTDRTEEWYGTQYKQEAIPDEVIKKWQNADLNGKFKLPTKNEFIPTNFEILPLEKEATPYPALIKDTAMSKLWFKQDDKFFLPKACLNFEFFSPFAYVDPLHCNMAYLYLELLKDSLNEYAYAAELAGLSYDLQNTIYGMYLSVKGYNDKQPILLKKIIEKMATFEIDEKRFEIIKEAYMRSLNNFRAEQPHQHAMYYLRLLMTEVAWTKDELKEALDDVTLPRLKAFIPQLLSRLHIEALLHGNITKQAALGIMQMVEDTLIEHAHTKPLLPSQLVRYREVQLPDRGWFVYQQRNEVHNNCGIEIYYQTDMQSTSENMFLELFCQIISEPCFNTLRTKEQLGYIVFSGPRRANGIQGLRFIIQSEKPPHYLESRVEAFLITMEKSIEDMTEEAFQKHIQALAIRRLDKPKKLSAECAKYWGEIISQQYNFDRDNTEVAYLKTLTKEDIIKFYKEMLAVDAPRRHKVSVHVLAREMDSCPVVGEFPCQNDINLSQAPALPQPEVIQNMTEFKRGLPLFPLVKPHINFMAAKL
# IDE inh: inhibitors of human insulin-degrading enzyme in cells | inhibition, % at 5.59 µM | 320,000 tested, 0.41% active | HEK cells, FAbetaB cleavage, fluorescence polarization;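 active = percent inhibition above the average of all tested compounds plus 3 SD, set per screening campaign, cut at about 16% in these data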;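 also: IDE supplied by intact live HEK cells; FP after avidin binding of uncleaved biotin substrate so inhibition keeps polarization high; 0% = DMSO wells and 100% = 60 µM reference IDE inhibitor Ii1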
# GalR3 antag: blocks the human galanin receptor 3; HEK293 GalR3-CNG cAMP membrane potential fluorescence; galR3 body fused to GalR1 C-terminus; 360,000 tested, 0.44% active; O60755; inhibition, % at 3 µM;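 active = inhibition above the screen-wide average plus 3 SD, cut at about 13% in these data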;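 also: forskolin and galanin both at EC90 stimulate the cells; cAMP rise reported by CNG channel membrane potential dye signal; 0% = forskolin plus galanin with DMSO and 100% = forskolin alone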
# Starred values were filed as active, the others as inactive; nt = no result given; & = joins results of further samples.
IDE inh	GalR3 antag	CRFR2-BP antag	VIM-2 inhibitor	UBC9 SUMO inh	IMP-1 inhibitor	HCV NS3 hel inh	p-CIP stab down	IDE cell activ	SMILES
-2	4	-92	-1.6	-17	-2.0	-7	-12	2	COc1ccc(C(=O)NC(=S)NNC(=O)COc2ccccc2)cc1
0	2	13	-0.5	18	-2.8	4	-5	6	CCOC(=O)c1cc2c(=O)n3ccccc3nc2n(C(C)C)c1=NC(=O)c1c(-c2c(F)cccc2Cl)noc1C
3&-4	1&-1	3&27	1.5	5	-2.3	-13	-14	-3&8	CC1=CC(C)(C)Nc2ccccc21
6	nt	2	0.1	1	-2.2	-2	4	4	CN(C)CCCN1C(=O)c2oc3ccc(F)cc3c(=O)c2C1c1cccnc1 (stereo unspecified)
-1	-6	-9	-2.5	18	-0.2	8	2	-3	CC(=O)N1CCC(N(CCCOC(C)C)C(=O)Nc2ccc(C)c(C)c2)CC1
-1	1	27	-3.3	13	-2.6	4	-2	3	COc1ccc(/C=N/n2c(SC)nnc(C(C)(C)C)c2=O)cc1OC
-3	1	-6	1.7	20	-1.7	3	18	3	Cc1cc(OCC(=O)NCc2cccnc2)c2c(C)cc(=O)oc2c1
1	-8	-14	0.1	0	-1.2	10	4	5	O=S(=O)(NCC1CC1)c1cc(Cl)cc(Cl)c1
-3	-3	-6	0.1	-12	-3.4	-6	-1	0	CC(C)NC(=O)CSc1nncn1-c1ccccc1
-2	-9	-6	-1.0	1	-2.8	-5	-4	0	O=C(CN(Cc1cccs1)C(=O)CCC(=O)Nc1nccs1)NCc1ccccc1
1	-4	3	-0.7	3	0.1	-7	-9	2	COc1cc(CN2CCC(C(=O)N3CCN(c4ccccc4F)CC3)CC2)cc(OC)c1O
4	-3	-6	0.4	2	-3.0	-2	3	3	CCOc1cc(C2C(C#N)=C(N)OC3CCCC(=O)C32)ccc1OCCN1CCOCC1 (stereo unspecified)
4	4	-3	nt	nt	nt	nt	nt	-2	CC(C)(C)OC(=O)N1CCC(NC(=O)c2nc[nH]c2C(=O)NCc2ccccc2)CC1
6	1	-18	-4.3	3	-2.9	0	-8	-7	Cc1nc(N2CCN(S(=O)(=O)c3ccccc3)CC2)c2cc(-c3ccccc3)sc2n1
-3	-8	5	-2.2	-3	-0.1	9	0	-4	CC(/C=C1\SC(=S)N(CCC(=O)Nc2nc(C)cs2)C1=O)=C\c1ccccc1
-6	-3	-20	-0.5	25	-3.2	-1	-7	0	O=C(CSc1cccc2cccc(Cl)c12)OCC(=O)N1CCN(C(=O)c2ccco2)CC1
3	-12	0	-4.0	-3	-1.1	0	2	0	CC(C)N(Cc1ccccc1)C(=O)c1cccs1
12	0	-1	-2.7	8	-0.8	13	-5	0	O=C(CCNS(=O)(=O)c1ccccc1)N1CCCCCC1
0	-5	5	1.6	-16	0.2	9	-2	4	Cc1ccccc1NC1=C(Cl)C(=O)OC1OC(=O)c1ccccc1C (stereo unspecified)
-1	-5	-3	nt	nt	nt	nt	nt	2	CCc1ccc(NC(=O)COC(=O)CCC2CCCC2)cc1
-3	-7	0	-1.0	11	-1.3	2	-7	-2	O=C(O)c1ccc(CN(c2ccccc2)S(=O)(=O)c2ccccc2)cc1
2	-1	0	-3.0	9	-6.0	10	5	-3	O=S(=O)(NCCSc1nnc(-c2ccco2)n1-c1ccccc1)c1ccccc1
1	-5	4	nt	nt	nt	nt	nt	6	N#Cc1ccccc1S(=O)(=O)N1CCN(C(=O)CCc2ccccc2)CC1
-2	-8	2	-3.5	-1	-3.1	50*	-14	-1	C/C(=N\NC(=S)NCCc1ccccc1)c1ccc(O)cc1O
4	-3	-30	-2.8	5	-2.4	22	-5	4	COc1ccc(N(CC(=O)NCCSCc2ccco2)S(=O)(=O)c2ccccc2)cc1
7	-3	7	-5.1	26	-3.0	-2	-11	6	CCOC(=O)c1cc(CC)sc1NC(=O)c1cc(OC)c(OC)c(OC)c1
-2	-3	7	-1.3	10	-2.6	11	-3	-2	Cc1c(C(=O)OC(C)C)sc2nc[nH]c(=O)c12
-9	7	3	-1.7	-7	-3.0	-6	-4	3	Cc1ccc(C(=O)O/N=C(/c2nonc2N)N(C)C)cc1
4	0	-19	-0.6	14	-2.9	0	-15	-5	COc1cccc(Cn2cccc(NC(=O)Nc3ccc(C#N)cc3)c2=O)c1
-6	-5	-10	-0.2	4	-0.8	-6	7	6	CC(C)(C)C(=O)Nc1c(Cl)cccc1OC(F)(F)F
-1	-10	-15	-4.1	7	-3.5	50*	-10	0	CCOC(=O)Cc1csc(N/N=C\c2ccc(N(C)C)cc2)n1
3	-6	1	17*	39	0.0	-53	3	-4	CCCc1cc(=O)oc2c3c(cc(OCC(=O)NCCCn4ccnc4)c12)OC(C)(C)CC3
-3	-2	0	nt	nt	nt	nt	nt	4	CCOc1ccccc1NC(=O)COc1coc(CN2CCc3ccccc3C2)cc1=O
-1	nt	-24	0.2	18	1.3	18	-5	4	O=C(CS(=O)(=O)c1ccccc1)c1cc2cc(F)ccc2oc1=O
2	-10	5	-2.3	-6	-3.8	1	0	8	CCOc1ccc(N2CC(C(=O)N3CCCCCC3)CC2=O)cc1 (stereo unspecified)
-1	nt	-8	-3.1	58*	-1.6	49*	-2	nt	O=C(Nc1ccc2nc(-c3ccco3)c(-c3ccco3)nc2c1)N1CCCCCC1
2	-4	2	-1.5	-9	-1.1	6	-13	-1	COC(=O)c1cc(Cl)cc(Cl)c1OS(=O)(=O)N(C)C
3	-3	0	-2.3	6	-6.6	1	-1	7	Cn1c(SCC(=O)NC2CCCCCC2)nnc1-c1ccco1
-3	4	-1	7.3	4	2.3	16	-2	-1	CCN1CCN(c2ccc(NC(=O)c3ccco3)cc2)CC1
0	-1	-9	-1.6	8	-3.0	-7	4	-1	CCN1CCCC1CNC(=O)C1c2cc(OC)c(OC)cc2C(=O)N(C)C1c1cccnc1 (stereo unspecified)

# Of the compounds above, these contain four or more nitrogen atoms.
IDE inh	GalR3 antag	CRFR2-BP antag	VIM-2 inhibitor	UBC9 SUMO inh	IMP-1 inhibitor	HCV NS3 hel inh	p-CIP stab down	IDE cell activ	SMILES
0	2	13	-0.5	18	-2.8	4	-5	6	CCOC(=O)c1cc2c(=O)n3ccccc3nc2n(C(C)C)c1=NC(=O)c1c(-c2c(F)cccc2Cl)noc1C
-1	1	27	-3.3	13	-2.6	4	-2	3	COc1ccc(/C=N/n2c(SC)nnc(C(C)(C)C)c2=O)cc1OC
-3	-3	-6	0.1	-12	-3.4	-6	-1	0	CC(C)NC(=O)CSc1nncn1-c1ccccc1
-2	-9	-6	-1.0	1	-2.8	-5	-4	0	O=C(CN(Cc1cccs1)C(=O)CCC(=O)Nc1nccs1)NCc1ccccc1
4	4	-3	nt	nt	nt	nt	nt	-2	CC(C)(C)OC(=O)N1CCC(NC(=O)c2nc[nH]c2C(=O)NCc2ccccc2)CC1
6	1	-18	-4.3	3	-2.9	0	-8	-7	Cc1nc(N2CCN(S(=O)(=O)c3ccccc3)CC2)c2cc(-c3ccccc3)sc2n1
2	-1	0	-3.0	9	-6.0	10	5	-3	O=S(=O)(NCCSc1nnc(-c2ccco2)n1-c1ccccc1)c1ccccc1
-9	7	3	-1.7	-7	-3.0	-6	-4	3	Cc1ccc(C(=O)O/N=C(/c2nonc2N)N(C)C)cc1
4	0	-19	-0.6	14	-2.9	0	-15	-5	COc1cccc(Cn2cccc(NC(=O)Nc3ccc(C#N)cc3)c2=O)c1
-1	-10	-15	-4.1	7	-3.5	50*	-10	0	CCOC(=O)Cc1csc(N/N=C\c2ccc(N(C)C)cc2)n1
-1	nt	-8	-3.1	58*	-1.6	49*	-2	nt	O=C(Nc1ccc2nc(-c3ccco3)c(-c3ccco3)nc2c1)N1CCCCCC1
3	-3	0	-2.3	6	-6.6	1	-1	7	Cn1c(SCC(=O)NC2CCCCCC2)nnc1-c1ccco1
0	-1	-9	-1.6	8	-3.0	-7	4	-1	CCN1CCCC1CNC(=O)C1c2cc(OC)c(OC)cc2C(=O)N(C)C1c1cccnc1 (stereo unspecified)

# (continued)
IDE inh	GalR3 antag	CRFR2-BP antag	VIM-2 inhibitor	UBC9 SUMO inh	IMP-1 inhibitor	HCV NS3 hel inh	p-CIP stab down	IDE cell activ	SMILES
-1	-5	3	-2.9	4	-3.2	-9	-2	0	CC(C)Oc1cccc(C(=O)C2CCCN(S(C)(=O)=O)C2)c1 (stereo unspecified)
-7	-4	-1	-0.9	-8	-1.9	2	-1	-5	c1ccc(Nc2nc(CSc3ncn[nH]3)cs2)cc1
-5	0	-17	1.0	-18	-2.6	1	0	2	CCOC(=O)c1ccc(NC(=O)Cc2coc3cc4c(cc23)CCC4)cc1
-3	-4	-19	1.0	-11	-0.8	-11	1	1	Cc1ccccc1OCCNc1cc(N2CCCCC2)ccc1[N+](=O)[O-]
2	-8	10	-1.1	-4	-0.8	-1	1	7	COc1ccc(C)cc1S(=O)(=O)NCCc1ccccc1
-3	-1	21	-0.9	13	-2.8	-7	-4	-1	NC1=NC(=O)CC(C(=O)NCc2ccccc2)S1 (stereo unspecified)
2	-6&-2	-7&7	nt	-1	nt	nt	-5	4	CCN1CCN(Cc2ccc(NC(=O)c3ccc(C)c(NC(=O)C4=NN(c5ccccc5)C(=O)C4)c3)cc2C(F)(F)F)CC1
6	1	-18	-0.8	29	-3.8	4	-7	3	Cc1cc(OC(=O)c2c(Cl)cc(Cl)cc2Cl)nc(C)n1
-1	-8	26	-2.5	8	-2.4	-4	-3	3	COc1cccc(NC(=O)CCC2CCN(C(=O)c3ccc(C(C)=O)s3)CC2)c1
1	-4	-2	nt	nt	nt	nt	nt	0	Cc1cccc(OCC(=O)OCC(=O)Nc2sccc2C(N)=O)c1
0	-7	-7	-2.5	-22	-7.0	4	-4	8	CCOc1ccc(N=NC2C(=O)N(C(N)=S)N=C2C)cc1 (stereo unspecified)
5	-4	14	1.8	11	-0.9	5	-1	5	Cc1c(C)c2c(OCC(=O)NCc3ccco3)cc3c(c2oc1=O)CCC(C)(C)O3
-3	1	-9	2.5	-2	-3.6	-13	0	5	c1ccc2[nH]c(C3CC3)nc2c1
